PTHR1 ag – activates the human parathyroid hormone receptor PTHR1; Q03431; AID 743266; HEK293 GP2 PTHR1 cells, GloSensor cAMP luminescence, 1 h; hit rate 0.075% among 410,000; Potency, µM (doses to about 115 µM), for inactives: at the top dose activation, hits mostly activators; also: potency is read from the fitted curve at half-maximal effect; nearly all actives have a fitted effect of over 55% in size; some results filed as inactive show a strong effect at the top dose; inactives centre near -15; many of its hits are not listed in these tables
Target sequence (Q03431 whole entry, looked up): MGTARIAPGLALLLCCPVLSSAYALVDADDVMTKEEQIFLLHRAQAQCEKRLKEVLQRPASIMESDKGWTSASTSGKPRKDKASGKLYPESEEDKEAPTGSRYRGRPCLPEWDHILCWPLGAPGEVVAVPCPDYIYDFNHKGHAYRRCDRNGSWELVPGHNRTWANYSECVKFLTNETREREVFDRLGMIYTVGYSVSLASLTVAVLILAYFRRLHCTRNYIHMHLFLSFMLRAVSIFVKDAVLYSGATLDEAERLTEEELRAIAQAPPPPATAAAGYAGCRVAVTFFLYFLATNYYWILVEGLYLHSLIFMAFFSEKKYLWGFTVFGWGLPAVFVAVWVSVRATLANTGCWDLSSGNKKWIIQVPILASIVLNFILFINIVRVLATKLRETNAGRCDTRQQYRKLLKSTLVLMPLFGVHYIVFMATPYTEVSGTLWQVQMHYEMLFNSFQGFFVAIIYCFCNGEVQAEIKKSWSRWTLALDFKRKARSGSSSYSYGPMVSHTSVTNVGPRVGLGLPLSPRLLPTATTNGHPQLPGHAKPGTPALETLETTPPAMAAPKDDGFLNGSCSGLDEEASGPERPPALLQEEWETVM
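HEK-293-derived GP2 cells expressing PTHR1 and a GloSensor cAMP reporter, 3,000/well, plated overnight, given luciferin plus IBMX (each 0.5 mM as added) for 1 h at 37 °C, then compound for 1 h at 37 °C. Luminescence was read after 15 min at room temperature.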
GLP1R ag – agonists of human GLP-1 receptor | hit rate 0.007% among 380,000 | HEK293 GLP-1R CRE-luciferase, luminescence, 4-6 h; cells express a hypersensitive GLP-1R form | Potency, µM (doses to about 45.6 µM), inactives show at the highest dose activation, actives largely listed as activators; also: potency is read from the fitted curve at half-maximal effect; % of control where 0% means no effect
EPAC1 antag – EPAC1 (human) antagonism | O95398 | hit rate 0.14% among 360,000 | Potency, µM (series often up to 115 µM), inactives show at the top dose activity change, negative = inhibition, hits mostly inhibitors | EPAC1 GEF assay, Rap1b-BODIPY-GDP exchange fluorescence | AID 720709;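 also: potency is read from the fitted curve at half-maximal effect; plate controls were vehicle for no effect and positive control for full effect; nearly all actives have a fitted effect of over 50% in size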
HEK293 tox – cytotoxicity in counter-screen for GLP-1R inverse agonists. AID 624418. HEK293 cAMP-luciferase reporter cells, luminescence, 24 h. Potency, µM (top dose mostly 38.3 µM), for the others: at the top dose activity change, negative = inhibition, most hits filed as inhibitors. hit rate 0.13% among 410,000;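 also: loss of luciferase light is scored as toxicity; potency is read from the fitted curve at half-maximal effect; % is scaled to controls: 0 for no effect and ±100 for the full control effect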
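Cells in DMEM/10% Nu serum/1% pen-strep, 1536-well format. Pre-incubated 12 h, dosed with 23 nL compound, incubated a further 24 h. Luciferase detection, 12 min at room temp, luminescence.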
PI5P4K alpha inh – blocks human PI5P4K alpha kinase activity | PI5P4Kalpha enzyme, ADP-Glo luminescence, 60 min; active compounds read low | hit rate 1.2% among 330,000 | P48426 | max response, %; active = max response of -50% or lower; inconclusive = between -30% and -50%; inactive = -30% or higher; also: value at the top dose of about 77 µM; % is scaled to controls: 0 for no effect and ±100 for the full control effect
Target sequence (P48426 whole entry, looked up): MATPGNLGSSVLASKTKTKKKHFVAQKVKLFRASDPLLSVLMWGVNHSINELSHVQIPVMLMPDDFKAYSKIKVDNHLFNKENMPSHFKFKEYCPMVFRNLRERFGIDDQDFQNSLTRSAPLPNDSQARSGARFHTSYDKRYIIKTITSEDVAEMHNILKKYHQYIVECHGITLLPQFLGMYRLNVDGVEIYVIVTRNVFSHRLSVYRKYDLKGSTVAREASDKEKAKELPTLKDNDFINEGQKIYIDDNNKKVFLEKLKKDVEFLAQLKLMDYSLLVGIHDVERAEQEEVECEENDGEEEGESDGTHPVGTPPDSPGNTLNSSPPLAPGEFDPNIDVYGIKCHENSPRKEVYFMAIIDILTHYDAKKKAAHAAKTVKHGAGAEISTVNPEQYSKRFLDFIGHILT
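Controls without substrate or without enzyme flank wells where PI5P4Kalpha converts substrate using 5 microM ATP (final). Incubation lasts 60 minutes at room temperature; ADP formed is read by ADP-Glo luminescence.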
GLP-1R inv ag – inverse agonists of human GLP-1 receptor; P43220; hit rate 1.6% among 410,000; Potency, µM (doses to about 38.3 µM), inactives show at the top dose activity change, negative = inhibition, hits mostly inhibitors; HEK293 GLP-1R CRE-luciferase, luminescence, 24 h; GLP-1R form is constitutively active; also: potency is read from the fitted curve at half-maximal effect; % is scaled to controls: 0 for no effect and ±100 for the full control effect; nearly all actives have a fitted effect of over 55% in size
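Constitutively active GLP-1R drives a cAMP-responsive luciferase in stably transfected HEK293 cells; test compounds are added after overnight (12 h) attachment and left 24 hr, and signal loss in luminescence marks inhibition.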
EPAC1 agonist – agonists of human EPAC1. O95398. EPAC1 agonist qHTS, biochemical assay; response scale: 100% = response to 6.5 mM cAMP. Potency, µM (top dose mostly 154 µM), for inactives: at the top dose activation, actives largely listed as activators. hit rate 0.073% among 360,000; also: potency is read from the fitted curve at half-maximal effect; nearly all actives have a fitted effect of over 60% in size
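Compounds were pinned as a concentration titration into mixtures of EPAC1 (100 nM), BODIPY-GDP-loaded Rap1B (250 nM) and GDP (50 uM). After 5 min at room temperature, fluorescence was followed for 30 min; activity was scaled to 6.5 mM cAMP.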
IL2 activator – activates IL-2 in a cell-based reporter assay; IL-2 activation reporter assay, cell-based qHTS; stimulated with anti-CD3/CD4/CD28 beads; in transgenic mouse T cells; activation, % (series mostly up to about 46 µM); hit rate 0.065% among 360,000; AID 652025; in the data active = activation above about 50%; inconclusive = mostly about 30% to 49%; also: 0% is about no effect
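Using fluorescent plate cytometry, EGFP and DsRed are detected in transgenic mouse T cells stimulated 18 h at 37 degrees C with antibody-coated beads after 60 min compound pretreatment.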
PLK1 PBD inh – blocks phosphopeptide binding to human PLK1 polo-box domain; Plk1 PBD binding of FITC phosphopeptide, fluorescence polarization; Potency, µM, without a hit: max response, negative = inhibition, hits mostly inhibitors; hit rate 2.8% among 360,000; AID 720504; also: potency is read from the fitted curve at half-maximal effect; series mostly up to about 57 µM; % is scaled to controls: 0 for no effect and ±100 for the full control effect; nearly all actives have a fitted effect of over 65% in size
* = called active by the depositor; i = inactive; ? = inconclusive; / = not tested or not shown; & = joins results of further samples; [ ] = dose if it differs, or a comment. Unless noted, calls follow the shape of the dose curve; as a rule, active = well fitted curve in the direction sought with a large enough effect; inconclusive = small, poorly fitted or top-dose-only effect, or another doubt; inactive = no such curve, though single readings can be large; an effect the other way counts as inactive or inconclusive.

Molecule | IL2 activator | HEK293 tox | GLP-1R inv ag | GLP1R ag | EPAC1 agonist | EPAC1 antag | PTHR1 ag | PLK1 PBD inh | PI5P4K alpha inh
Cc1cccc(NS(=O)(=O)c2ccc(C(=O)NCCCN3CCOCC3)cc2)c1C | 0.3 | 7% | 1% | -11% | 3% | -14% | -60%[inhibitor] | -6% | -2
COC(=O)c1ccccc1NC(=S)NC(C)=O | 0.6 | 7% | -2% | -3% | 1% | 0% | i | -5% | 2
O=C(Cn1c(COc2ccccc2)nc2ccccc21)Nc1cccc(Cl)c1 | 2.2 | -19% | 1% | 3% | -1% | 27% | -3% | -6% | 2
Nc1cccc(C(=O)Nc2ccc3nc(-c4cccnc4)[nH]c3c2)c1 | -0.1 | 0% | 24% | 19% | -2% | -4% | i | 0% | 0
COC(=O)c1ccccc1NC(=O)c1cc(-c2cccs2)on1 | -2.0 | -2% | -8% | -12% | 7% | -2% | -14%[57.5 µM] | -10% | /
O=C(/C=C/c1ccccc1)N1CCC(c2ccccc2)C1 (configuration not stated) | 0.1 | 0% | -20% | 3% | -3% | -9% | -13% | -2% | 0
COc1cccc(CN(C)CCCn2cnc3c(OC)ncnc32)c1 | -0.7 | -10% | 9% | 10% | 9% | -15% | i | -4% | -2
CCC(C)(C)n1nnnc1C(c1cccs1)N1CCN(Cc2ccccc2)CC1 (configuration not stated) | 1.3 | 11% | -1% | 19% | 9% | 4% | -13%[57.5 µM] | -2% | /
CN(C(=O)C1CCCO1)C1CCS(=O)(=O)C1 (configuration not stated) | 0.6 | 2% | 5% | -1% | 4% | -6% | i | 6% | -4
Cc1nn(-c2ccccc2)c(C)c1/C=N/NC(=O)c1cc(-c2ccc(Br)s2)[nH]n1 | -2.0 | -16% | -1% | 5% | -1% | -1% | 0%[57.5 µM] | 3% | 3
O=S1(=O)CC(N2CC=CC2)CN1Cc1ccccc1 (configuration not stated) | -0.8 | 0% | -1% | -1% | 10% | -13% | 0% | -11% | 4
Cc1ccc([C@@H]2[C@@H]3C(=O)N(c4ccccc4)C(=O)[C@@H]3[C@]3(Cc4ccccc4)C(=O)N(CC4CC4)CC(=O)N23)o1 | -2.7 | -23% | 14% | 3% | -32%[inhibitor] | -18% | -19% | -10% | -5
C=CC[C@H](CC(=O)OC(C)(C)C)C(=O)OC[C@H]1CCCN1C(=O)[C@H](CC=C)CC(=O)N(CCO)Cc1ccccc1 | -0.3 | -4% | 8% | 14% | -32%[inhibitor] | -26% | i | 0% | 0
Cc1cc([N+](=O)[O-])c2[nH]c(C(=O)N/N=C/c3ccccc3C(=O)O)c(-c3ccccc3)c2c1 | 1.2 | -2% | 0% | -9% | 1% | ? | i | 30µM* | /
N#Cc1c(N)sc2c1CCCCCC2 | -2.4 | 5% | 0% | 16% | 11% | -16% | -8% | -25% | /
CCN(C1=NS(=O)(=O)c2ccccc21)N(CC)S(=O)(=O)c1ccc(C)cc1 | -0.3 | 6% | ? | 2% | 9% | 0% | -34%[inhibitor] | -2% | 1
Cc1ccc(NC(=O)C2(C)CCN2C(=O)c2ccccc2CCc2ccccc2)cc1C (configuration not stated) | -0.8 | -5% | 2.8µM* | 2% | 8% | ? | i | -13% | 41
Oc1ccccc1N=Cc1c(O)ccc2ccccc12 | -2.3 | -29% | ? | -5% | 18% | ? | i | 37%[activator] | -9
c1csc(-c2nc(-c3ccncc3)no2)c1 | -2.4 | -1% | 0% | -4% | 4% | 8% | -9%[57.5 µM] | -7% | /
NS(=O)(=O)c1ccc(CCNC(=S)Nc2ccc(F)cc2)cc1 | 0.0 | -6% | -6% | 6% | 6% | -6% | -9% | -10% | 0
Cn1c(NCCCN2CCOCC2)nc2c1c(=O)n(Cc1ccc(Cl)c(Cl)c1)c(=O)n2C | -0.2 | -27% | ? | -1% | 6% | -2% | i | 3% | /
COC(=O)c1c(NC(=O)CC2SC(N)=NC2=O)sc2c1CCC(C(C)(C)C)C2 (configuration not stated) | -0.5 | 10% | ? | -3% | -14% | -29% | i | -3% | 18
C[C@H]1CCC[C@]2(O[C@H](CCO)C[C@H](O)[C@H]2O)O1 | 0.5 | ? | 2% | 0% | 7% | 1% | i | -9% | -4
COc1ccc(C(=O)c2c[nH]c(C(=O)N=CN(C)C)c2)cc1 | 0.4 | 4% | -10% | 1% | -4% | -5% | i | -9% | 12
Cc1cnn(-c2cc(Oc3ccccc3)ncn2)c1 | 0.4 | 15% | 27% | 4% | 3% | -4% | 13% | -8% | 3
Cc1ccc(S(=O)(=O)N2CCCCC2)cc1NC(=O)COC(=O)c1ccc2c(c1)OCO2 | -0.5 | -22% | -8% | -18% | 4% | 13% | -18% | 4% | -4
CC(=O)NCc1c(Cl)cccc1-n1cccc1 | -1.6 | 12% | 5% | 3% | 6% | 8% | -2%[57.5 µM] | -13% | /
CC(C)c1cc(C(=O)NNC(=S)NC2CCCCC2)cs1 | -0.7 | -1% | ? | -3% | 7% | ? | -40%[inhibitor] | -21% | -1
NS(=O)(=O)c1ccc(CCNc2ccn3nc(-c4ccccc4)cc3n2)cc1 | -0.6 | 1% | -10% | -6% | -10% | ? | -7% | -5% | 1
COc1ccc(CN2CCC(=O)N([C@H](CO)c3ccccc3)CC2)cc1 | -2.1 | 3% | 4% | 2% | -14% | -4% | -17% | 2% | 1
O=C(N/N=C/c1cc(Cl)cc([N+](=O)[O-])c1O)C(O)(c1ccccc1)c1ccccc1 | -0.5 | -16% | ? | -3% | -7% | -12% | -22% | -13% | 3
CN(C(=O)Cn1c(=O)n(CCCS(=O)(=O)C2CCCCC2)c(=O)c2ccccc21)c1ccccc1 | / | -10% | 14% | -1% | / | / | -33%[inhibitor] | / | /
Fc1ccc2[nH]c3c(N4CCSCC4)ncnc3c2c1 | -4.7 | -3% | 4% | 1% | -5% | -1% | -35%[inhibitor] | 1% | 2
Cc1ccc(S(=O)(=O)c2nc(S(C)(=O)=O)sc2N2CCC3(CC2)OCCO3)cc1 | -1.4 | -4% | -10% | 3% | -6% | 2% | i | -2% | 5
Cc1sc(Nc2ccc([N+](=O)[O-])cc2)nc1-c1c(C)n(C)n(-c2ccccc2)c1=O | 1.6 | -17% | 3% | -8% | 1% | 0% | i | -1% | -3
Cc1ccsc1C(=O)Nc1ccc(OCc2ccccc2)cc1 | -1.1 | -2% | 1% | 2% | -4% | -4% | 1% | -2% | -17
Cc1nc(SCC(=O)N2CCc3ccccc3C2)c2c(C)c(C)sc2n1 | -1.1 | -21% | 0% | 17% | 11% | -3% | -25%[57.5 µM] | -4% | 9
COc1cc(C2CC(=O)Oc3c(C(CCN4CCCC(C)C4)c4ccc(N(C)C)cc4)c(OC)cc(OC)c32)cc(OC)c1OC (configuration not stated) | -0.3 | -21% | 19% | 12% | -19% | -7% | 6% | -21% | 0
CCN(CC(=O)Nc1c(F)cccc1F)C(=O)c1cn2ccccc2n1 | -0.7 | 2% | 16% | -1% | 6% | 3% | i | -4% | 3
CN(Cc1ccc2c(c1)CCCN2C)C(=O)[C@H]1O[C@@H](n2cnc3c(N)ncnc32)[C@H](O)[C@@H]1O | -0.7 | -5% | 23% | 21% | 3% | -1% | i | -7% | 0
CCOC(=O)c1cc(C)sc1NC(=O)CSc1nccn1C | -3.4 | -6% | 4% | 7% | 3% | 3% | -11% | -8% | -6
Cc1cccc(-c2nc(CS(=O)CC(=O)NCCCSC3CCCCC3)c(C)o2)c1 (configuration not stated) | -0.4 | -6% | -18% | 5% | 4% | 1% | -23% | -2% | /
Cc1csc(=Nc2c(C)n(C)n(-c3ccccc3)c2=O)n1Cc1ccccc1 | -0.6&-0.4 | -2%&-6% | -27%&-14% | -2%&1% | -5%&10% | 4%&8% | -6% | 5%&-5% | 4&4
CC(C)CN1C(=O)C(=O)N(CC(=O)Nc2cccc(Cl)c2Cl)C1=O | -0.4 | 4% | -20% | 1% | 7% | -18% | -1% | -3% | 0
N=C1CCCN1CC(=O)c1cccs1 | 0.1 | 9% | 11% | 2% | 9% | -7% | i | -6% | 10
CC(=O)Nc1cccc(NC(=O)c2ccccc2OCc2ccccc2)c1 | -0.4 | -10% | ? | 25% | 3% | -3% | -21% | -3% | 5
COC(Cc1n[nH]c(=S)n1-c1ccccc1)OC | 0.9 | 4% | 5% | 17% | 0% | 2% | -10%[57.5 µM] | -10% | /
Cc1cc(C)c2c(CC(=O)NC(C)C)coc2c1 | -1.0 | -8% | -26% | 5% | -3% | -8% | i | -3% | 1
CS(=O)(=O)c1ccc(NC(=O)CCN2C(=O)NC3(CCCC3)C2=O)cc1 | 0.0 | 3% | 2% | 6% | 18% | -2% | i | -6% | -2
COCCN(C(=O)CSc1nnc(-c2ccccc2F)n1N)c1c(N)n(Cc2ccccc2)c(=O)[nH]c1=O | 0.5 | 2% | 22% | 0% | 0% | -17% | -6% | -8% | 2
Cc1cc(C(=O)C(C)OC(=O)C2=NNC(=O)CC2)c(C)n1-c1ccc(OC(F)F)cc1 (configuration not stated) | 0.9 | -11% | -27% | -10% | 0% | -20% | -11%[57.5 µM] | -6% | -3
Cc1ccc2c(c1)cc(CN(CCc1ccccc1)C(=O)N1CCOCC1)c1nnnn12 | -0.7 | -19% | -25% | 0% | 8% | -16% | i | 3% | 1
CCc1nc2ccc(C(=O)NCCc3c[nH]c4ccccc34)cn2c1N(C)CCCc1ccccc1 | -0.7 | -15% | ? | 1% | 8% | -26% | i | -3% | 10
O=C(CN(C1CCCCC1)S(=O)(=O)c1ccc(F)cc1)NCCCO | -2.3 | -13% | 0% | -5% | -2% | 1% | i | -1% | /
COc1ccc(-c2csc(N3CCC(c4ccccc4)C3)n2)cc1 (configuration not stated) | 1.3 | -5% | 22% | -7% | 3% | -13% | -20%[57.5 µM] | -7% | 0

Compound activity as filed in PubChem.

The list is partial; the hit share may differ from the screen's.
